N370S GC mod – qHTS Assay for Inhibitors and Activators of N370S glucocerebrosidase as a Potential Chaperone Treatment of Gaucher Disease | 330,000 tested, 0.092% active | Potency, µM (top dose mostly 59.4 µM), for the others: top-dose activity change, negative = inhibition, hits mostly inhibitors | Lysosomal acid glucosylceramidase (Homo sapiens), P04062 | N370S GC spleen homogenate, 4MU-glucoside fluorescence | AID 2101, 2009;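 also: 0% = full enzyme activity and -100% = no enzyme basal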
TDP1 block – qHTS Assay for Inhibitors of Tyrosyl-DNA Phosphodiesterase (TDP1) | 350,000 tested, 0.28% active | Potency, µM (doses to about 130 µM), for inactives: at the highest dose activity change, negative = inhibition, hits mostly inhibitors | Tyrosyl-DNA phosphodiesterase 1 (Homo sapiens), Q9NUW8 | recombinant TDP1, AlphaScreen DNA substrate cleavage | AID 485290, 2010; also: nearly all actives have a fitted effect of over 40% in size
Target sequence (Q9NUW8 whole entry, looked up): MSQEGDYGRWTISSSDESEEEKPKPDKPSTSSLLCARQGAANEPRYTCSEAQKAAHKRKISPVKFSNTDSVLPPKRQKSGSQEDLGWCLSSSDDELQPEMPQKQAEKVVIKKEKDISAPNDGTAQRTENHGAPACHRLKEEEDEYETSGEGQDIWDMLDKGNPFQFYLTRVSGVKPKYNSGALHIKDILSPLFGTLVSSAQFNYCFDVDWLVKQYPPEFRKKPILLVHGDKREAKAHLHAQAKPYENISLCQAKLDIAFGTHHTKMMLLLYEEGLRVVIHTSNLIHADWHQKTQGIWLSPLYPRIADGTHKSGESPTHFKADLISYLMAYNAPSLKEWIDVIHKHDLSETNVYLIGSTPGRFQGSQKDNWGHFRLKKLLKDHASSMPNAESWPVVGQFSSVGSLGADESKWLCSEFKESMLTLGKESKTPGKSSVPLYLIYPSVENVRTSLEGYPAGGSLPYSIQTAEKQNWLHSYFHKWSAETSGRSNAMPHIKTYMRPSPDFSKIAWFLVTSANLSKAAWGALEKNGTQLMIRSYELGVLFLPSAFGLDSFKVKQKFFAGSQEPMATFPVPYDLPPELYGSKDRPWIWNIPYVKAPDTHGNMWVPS
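Recombinant E. coli-expressed Tdp1 (1 nM) preincubated with compound 15 min at RT, then 5'-biotin/3'-phosphotyrosine-FITC DNA substrate (15 nM) added for 5 min. AlphaScreen beads (10 ug/ml) added, 10 min RT; tyrosine-FITC cleavage read as signal loss.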
DT40 TDP1 no CPT – qHTS for Inhibitors of human tyrosyl-DNA phosphodiesterase 1 (TDP1): qHTS in cells in absence of CPT; AID 686978, 2013; 420,000 tested, 15% active; DT40 Tdp1-/- hTDP1 cells, no CPT, ATP luminescence, 48 h; Potency, µM (doses to about 46.2 µM), without a hit: at the highest dose activity change, negative = growth inhibition, usual class: inhibitors; also: nearly all actives have a fitted effect of over 55% in size
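Readout: luminescence from CellTiter-Glo after 30 min in the dark at RT. Cells: DT40 Tdp1-/- with stable hTDP1, 400/well. Exposure: compounds alone, ≥48 hr, 37 °C.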
Numbers without * were called inactive; & = joins results of further samples; [ ] = remark or other dose. Calls follow the shape of the dose curve; as a rule, active = well fitted curve in the direction sought with a large enough effect; inconclusive = small, poorly fitted or top-dose-only effect, or another doubt; inactive = no such curve, though single readings can be large; an effect the other way counts as inactive or inconclusive. Unless noted, % is scaled to controls: 0 for no effect and ±100 for the full control effect; potency is read from the fitted curve at half-maximal effect.

What do the screens show for `C/C(=N\NC(=O)c1ccn(C)n1)c1cccc(NC(=O)c2ccc(C)s2)c1`?
N370S GC mod: -17%; TDP1 block: 0%; DT40 TDP1 no CPT: inconclusive

What do the screens show for `O=C(O)CCc1ccc(-c2ccc(Cl)cc2)o1`?
N370S GC mod: 2%; TDP1 block: 8%; DT40 TDP1 no CPT: -1%

Results for Cc1ccccc1CCNC(=O)c1cc2cc(S(=O)(=O)N3CCCCC3)ccc2n1C ?
TDP1 block: 5%; DT40 TDP1 no CPT: 18µM*

How did CCCCNC(=S)NCc1ccc2[nH]c(C)cc2c1 do in these assays?
N370S GC mod: -1%; TDP1 block: -5%; DT40 TDP1 no CPT: inconclusive

How did CC(C)(C)c1nc2ccccc2c2nnc(SCC(=O)Nc3nc4ccccc4s3)n12 do in these assays?
N370S GC mod: 13%; TDP1 block: 3%; DT40 TDP1 no CPT: inconclusive

How did CCNC(=O)CN1c2cccc3cccc(c23)S1(=O)=O do in these assays?
N370S GC mod: -22%; TDP1 block: 2%; DT40 TDP1 no CPT: 6%

Results for COC(=O)C1=C(N)c2ccccc2C1(C#N)c1ccccc1 (stereo not drawn) ?
N370S GC mod: -22%; TDP1 block: 2%; DT40 TDP1 no CPT: inconclusive

Results for CC1CCN(S(=O)(=O)c2nnc(NC(=O)c3ccccc3Br)s2)CC1 ?
N370S GC mod: -5%; DT40 TDP1 no CPT: -12%

How did COc1ccc(OCc2n[nH]c(=S)n2N)cc1 do in these assays?
N370S GC mod: 0%; TDP1 block: 8%; DT40 TDP1 no CPT: inconclusive

What do the screens show for `CCO/N=C1\C(=O)N(c2ccccc2)c2ccccc21`?
N370S GC mod: -8%; TDP1 block: 6%; DT40 TDP1 no CPT: -26%

How did CCOC(=O)CC(=O)CSc1nc2ccc(C)cc2cc1C#N do in these assays?
N370S GC mod: 22µM*; TDP1 block: -2%; DT40 TDP1 no CPT: 0.73µM*

How did O=S(=O)(c1ccc(Cl)cc1)c1cc(O)ccc1O do in these assays?
N370S GC mod: -1%; TDP1 block: 5%; DT40 TDP1 no CPT: -30%

Results for CC1=CC2=NC(=O)CC(C)(C(=O)N(CC(=O)NC(C)C)C3CCCC3)N2C=C1 (stereo not drawn) ?
N370S GC mod: 5%; TDP1 block: -8%

How did Clc1ccc(-n2nnc(-c3cccnc3Cl)n2)cn1 do in these assays?
N370S GC mod: 0%; TDP1 block: 6%; DT40 TDP1 no CPT: -6%

How did COc1ncc2nc(-c3ccc(F)cc3)c(=O)n(Cc3ccc(F)cc3)c2n1 do in these assays?
N370S GC mod: 3%; DT40 TDP1 no CPT: -7%

Results for COC(=O)N1CCC2(CCN(Cc3ccc(C#N)cc3)CC2)CC1 ?
N370S GC mod: 19%; DT40 TDP1 no CPT: inconclusive

What do the screens show for `S=C(Nc1ccc(-c2nc3ccccc3[nH]2)cc1)Nc1cccnc1`?
N370S GC mod: inconclusive; TDP1 block: 2%; DT40 TDP1 no CPT: inconclusive

What do the screens show for `COc1ccccc1NS(=O)(=O)c1cc(NC(=O)C2CCC2)ccc1N1CCCCC1`?
N370S GC mod: inconclusive; DT40 TDP1 no CPT: inconclusive

How did CC(Sc1nc(-c2ccccc2)cs1)C(=O)Nc1ccc(Cl)cn1 (stereo not drawn) do in these assays?
N370S GC mod: inconclusive; TDP1 block: -3%; DT40 TDP1 no CPT: inconclusive

Results for CCN(C(=O)C12CC3CC(CC(C3)C1)C2)C1CCS(=O)(=O)C1 (stereo not drawn) ?
N370S GC mod: 1%; DT40 TDP1 no CPT: 8%

What do the screens show for `COc1ccc(OC)c(CCNC(=O)CCn2c(=O)c3cccn3c3cccnc32)c1`?
TDP1 block: 3%; DT40 TDP1 no CPT: 16µM*

What do the screens show for `O=C1CCC2CCCCC2(O)O1` (stereo not drawn)?
N370S GC mod: -8%; TDP1 block: 4%; DT40 TDP1 no CPT: -11%

Results for Cc1nc2c(c(C)nn2C(C)(C)C)c(C)c1CCC(=O)Nc1ccc(Br)cc1Br ?
TDP1 block: 2%; DT40 TDP1 no CPT: 26µM*

Results for O=C(NCc1ccc(F)cc1)C1CC(=O)N(CCc2ccccc2)C1 (stereo not drawn) ?
N370S GC mod: 22%; TDP1 block: 2%; DT40 TDP1 no CPT: 1%

How did c1ccc(Nc2ncnc3ccc(-c4cccnc4)cc23)cc1 do in these assays?
N370S GC mod: -6%; TDP1 block: -4%[56.1 µM]; DT40 TDP1 no CPT: 18µM*

How did O=C(/C=C\c1ccc2c(c1)OCO2)CC1(O)C(=O)Nc2ccccc21 (stereo not drawn) do in these assays?
N370S GC mod: 3%; TDP1 block: 4%; DT40 TDP1 no CPT: inconclusive

Results for COc1ccc(-c2csc(NC(=O)Cc3cc(OC)c(OC)c(OC)c3)n2)cc1OC ?
N370S GC mod: -8%; TDP1 block: 1%; DT40 TDP1 no CPT: 18µM*

How did Cc1ccc(OCc2nc(C#N)c(N3CCCCC3)o2)cc1 do in these assays?
N370S GC mod: inconclusive; TDP1 block: 9%; DT40 TDP1 no CPT: -3%

What do the screens show for `CCCCOC(=O)CSc1nnc(-c2ccc(Cl)cc2Cl)o1`?
N370S GC mod: -13%; DT40 TDP1 no CPT: -18%

Results for CCOC(=O)Cn1c(=O)cc(C)c2ccccc21 ?
N370S GC mod: -21%; TDP1 block: 3%; DT40 TDP1 no CPT: 12µM*

Overlap with the part before: three compounds; new compounds follow.
How did Cc1ccc(OCc2nc(C#N)c(N3CCCCC3)o2)cc1 do in these assays?
N370S GC mod: inconclusive; TDP1 block: 9%; DT40 TDP1 no CPT: -3%

What do the screens show for `CCCCOC(=O)CSc1nnc(-c2ccc(Cl)cc2Cl)o1`?
N370S GC mod: -13%; DT40 TDP1 no CPT: -18%

Results for CCOC(=O)Cn1c(=O)cc(C)c2ccccc21 ?
N370S GC mod: -21%; TDP1 block: 3%; DT40 TDP1 no CPT: 12µM*

Results for COc1ccc(-c2nc(C#N)c(NCc3ccco3)o2)cc1 ?
N370S GC mod: 20%; TDP1 block: 7%; DT40 TDP1 no CPT: 16µM*

What do the screens show for `CS(=O)(=O)c1nc(S(=O)(=O)c2ccc(Cl)cc2)c(N2CCN(CCO)CC2)s1`?
N370S GC mod: -8%; TDP1 block: 0%; DT40 TDP1 no CPT: 6%

Results for O=C(Nc1ccc(OCc2cc(=O)n3c4c(sc3n2)CCCC4)cc1)c1ccc(F)cc1 ?
TDP1 block: 4%; DT40 TDP1 no CPT: -10%

What do the screens show for `Cc1cccc(NC(=O)CNC(=O)c2cc(C3CC3)nn2-c2ccccc2)c1C`?
N370S GC mod: 5%; TDP1 block: -1%; DT40 TDP1 no CPT: inconclusive

How did COc1ccccc1OC(C)C(=O)N1CC(=O)Nc2ccccc21 (stereo not drawn) do in these assays?
N370S GC mod: 1%; TDP1 block: 14%; DT40 TDP1 no CPT: -1%

Results for COc1ccc(CCNCCN2CCOCC2)cc1 ?
N370S GC mod: -2%; DT40 TDP1 no CPT: -14%

What do the screens show for `C=CCNC(=O)/C(C#N)=C/c1ccc2c(c1)OCCO2`?
N370S GC mod: 23%; TDP1 block: -4%; DT40 TDP1 no CPT: -30%

What do the screens show for `CC1SC(C)C(=O)N(CC(=O)NC2CCCCC2)C1=O` (stereo not drawn)?
N370S GC mod: -7%; TDP1 block: 4%; DT40 TDP1 no CPT: 11%

What do the screens show for `COc1ccc(-c2cc(C(=O)Nc3cccc(O)c3)on2)cc1OC`?
TDP1 block: 10%; DT40 TDP1 no CPT: -12%

How did Cc1cc(C)c(S(=O)(=O)N2CCOCC2)c(C)c1N(C)S(=O)(=O)c1ccccc1 do in these assays?
N370S GC mod: -2%; TDP1 block: 1%; DT40 TDP1 no CPT: inconclusive

Three structures from above, arranged by molar mass, largest number first.
How did Cc1cc(C)c(S(=O)(=O)N2CCOCC2)c(C)c1N(C)S(=O)(=O)c1ccccc1 do in these assays?
N370S GC mod: -2%; TDP1 block: 1%; DT40 TDP1 no CPT: inconclusive

What do the screens show for `CC1SC(C)C(=O)N(CC(=O)NC2CCCCC2)C1=O` (stereo not drawn)?
N370S GC mod: -7%; TDP1 block: 4%; DT40 TDP1 no CPT: 11%

What do the screens show for `C=CCNC(=O)/C(C#N)=C/c1ccc2c(c1)OCCO2`?
N370S GC mod: 23%; TDP1 block: -4%; DT40 TDP1 no CPT: -30%

Next section:
How did O=c1c(-c2cc(-c3ccc(F)cc3)nc3c2COc2ccc(Cl)cc2-3)coc2ccc(F)cc12 do in these assays?
TDP1 block: 7%; DT40 TDP1 no CPT: -4%

What do the screens show for `Cn1c2c(c(=O)n(C)c1=O)CN(Cc1ccc3c(c1)OCO3)CN2`?
N370S GC mod: -7%; TDP1 block: 2%; DT40 TDP1 no CPT: -4%

What do the screens show for `COc1ccccc1/C=C/C(=O)Nc1ccc2c(c1)CCC2`?
N370S GC mod: 13%; TDP1 block: -3%; DT40 TDP1 no CPT: 12µM*

How did Cc1ncc(CO)c2cc(C(=O)Nc3ccccc3Cl)c(=Nc3cccc(C(N)=O)c3)oc12 do in these assays?
N370S GC mod: -1%; DT40 TDP1 no CPT: -4%

How did CCN(CC)S(=O)(=O)c1ccc2[nH]cc(C(=O)NCCc3ccccc3)c(=O)c2c1 do in these assays?
N370S GC mod: -2%; TDP1 block: -2%&0%; DT40 TDP1 no CPT: 15µM*

What do the screens show for `COC(=O)C1=NN(C(=O)c2ccc(C)cc2)C(O)(c2ccc(Cl)cc2)C1` (stereo not drawn)?
N370S GC mod: 7%; TDP1 block: 10%; DT40 TDP1 no CPT: -1%

How did CSc1nsc(SC)c1C(=O)NCCNS(=O)(=O)c1ccc(C)cc1 do in these assays?
N370S GC mod: -21%; TDP1 block: 7%; DT40 TDP1 no CPT: inconclusive

Results for CC(=O)NS(=O)(=O)c1ccc(NC(=O)CSc2ccc(C)cc2)cc1 ?
N370S GC mod: 15%; TDP1 block: -3%; DT40 TDP1 no CPT: 5%

Results for COCCCn1c(SCC(=O)Nc2cccc(C)n2)nnc1-c1ccco1 ?
N370S GC mod: 4%; TDP1 block: 1%; DT40 TDP1 no CPT: -3%

How did NC(=O)c1ncc(C(F)(F)F)cc1Oc1cccc(C(F)(F)F)c1 do in these assays?
N370S GC mod: 2%; TDP1 block: 3%; DT40 TDP1 no CPT: inconclusive

How did CCc1sc(C(=O)NCc2cc(C)n(C)n2)cc1Br do in these assays?
N370S GC mod: 1%; TDP1 block: 0%; DT40 TDP1 no CPT: inconclusive

Results for O=C(O)c1cccnc1 ?
N370S GC mod: 6%; TDP1 block: 4%; DT40 TDP1 no CPT: 1%&11%

How did CN(C(=O)CN1C(=O)/C(=C/c2ccccc2Cl)SC1=S)C1CCS(=O)(=O)C1 (stereo not drawn) do in these assays?
N370S GC mod: 2%; TDP1 block: 5%; DT40 TDP1 no CPT: inconclusive

What do the screens show for `CC(C)(C)NNC(=S)Nc1cccc(C(F)(F)F)c1`?
N370S GC mod: -13%; DT40 TDP1 no CPT: 1.2µM*

What do the screens show for `COC(=O)[C@@]1(Cc2ccc(OC)cc2)[C@@H]2C(=CC(=O)[C@H]2CC(=O)C(=O)N2CCCC2)CN1C(=O)c1ccccc1`?
N370S GC mod: -21%&13%; TDP1 block: 7%&6%; DT40 TDP1 no CPT: 16µM*

Results for CCCCn1c(SCC(=O)Nc2ccccc2C(F)(F)F)nc2ccsc2c1=O ?
N370S GC mod: 22%; TDP1 block: -3%; DT40 TDP1 no CPT: -24%

Results for CN(Cc1ccc(F)cc1)C(=O)c1cccc(OCc2ccccc2)c1 ?
N370S GC mod: -3%; DT40 TDP1 no CPT: inconclusive

What do the screens show for `COc1ccc2oc(=O)c(-c3csc(Nc4ccc(O)cc4)n3)cc2c1`?
N370S GC mod: 8%; TDP1 block: 0%; DT40 TDP1 no CPT: 5.8µM*

What do the screens show for `Cc1ccc(S(=O)(=O)N2CCC(=O)N(C(COCc3ccccc3)Cc3ccccc3)CC2)cc1` (stereo not drawn)?
N370S GC mod: 8%; TDP1 block: -3%; DT40 TDP1 no CPT: 12µM*

Results for O=C(Nc1cccc(F)c1)N1CCCC2(CCN(S(=O)(=O)c3ccccc3)CC2)C1 ?
N370S GC mod: 0%; DT40 TDP1 no CPT: inconclusive

Results for CCN(CC)S(=O)(=O)c1ccc2c(c1)N(CC(=O)Nc1ccc(Cl)cc1)C(=O)C1CCCN21 (stereo not drawn) ?
TDP1 block: 0%; DT40 TDP1 no CPT: inconclusive

Results for COC(=O)c1sc(NC(=O)c2cc3c(s2)CCCC3)nc1C ?
N370S GC mod: 2%; TDP1 block: 5%; DT40 TDP1 no CPT: 21µM*

What do the screens show for `Cc1cc(C(=O)NN=C2CCCCC2)c2ccccc2n1`?
N370S GC mod: -8%; TDP1 block: 3%; DT40 TDP1 no CPT: -12%

Results for CCc1ccccc1NC(=O)Cc1c(C(=O)O)[nH]c2ccc(Cl)cc12 ?
TDP1 block: 0%[12.3 µM]; DT40 TDP1 no CPT: -1%

An excerpt; count on the stated rates, not on these rows.
